Lung fibro prol = blocks proliferation of human lung fibroblasts | LL 47 human lung fibroblast viability, ATP luminescence; active compounds read low | viability, % at 10 µM | hit rate 1.1% among 85,000 | AID 719;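 active = viability at or below 50% in the single dose screen; inactive = viability above 50%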;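 note: compound exposure lasted 72 h before the ATP readout; 100% = median luminescence of untreated cell-only wells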
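Signal: luminescent ATP detection, CellTiter-Glo; assay system: LL 47 human lung fibroblasts; input: 1,150 cells/well; incubation: overnight cell rest, 72 h compound treatment at 37 °C; measure: % viability versus median cells-only luminescence; medium: IMEM growth medium with 15% fetal bovine serum; dosing: compound addition at 0.1% DMSO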
sEH activator = soluble epoxide hydrolase (human) activation; P34913; purified human sEH enzymatic activity, activator screen; activation, % at 2 µM; hit rate 0.04% among 91,000; AID 717; in the data active = activation above about 37%; note: values of inactives mirror those of a sister screen read the other way
ERb SRC1 inh = ER-beta (human) coactivator binding inhibition | TR-FRET ER-beta LBD / SRC1-Cy5 peptide binding; receptor agonist-loaded with 1 µM estradiol | hit rate 1.3% among 86,000 | inhibition, % at 25.6 µM;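 active = compounds whose percent inhibition of the receptor-coactivator binding signal exceeds about 50% in the single-dose screen, limit read from the data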;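 note: 0% = receptor plus peptide wells without compound and 100% = peptide-only wells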
ERa coact pot = ER-alpha (human) coactivator binding potentiation. P03372. TR-FRET ERalpha-LBD/SRC-Cy5 coactivator binding, 2 h; 100 = basal binding, no effect. coactivator binding (% of control), % at 25.6 µM. hit rate 1.3% among 86,000. AID 639; in the data active = activity above about 200%;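 note: binding measured in presence of low estradiol as agonist stimulus; 0% = peptide alone without receptor and 100% = receptor with peptide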
Target sequence (P03372 whole entry, looked up, the tested form may be a part): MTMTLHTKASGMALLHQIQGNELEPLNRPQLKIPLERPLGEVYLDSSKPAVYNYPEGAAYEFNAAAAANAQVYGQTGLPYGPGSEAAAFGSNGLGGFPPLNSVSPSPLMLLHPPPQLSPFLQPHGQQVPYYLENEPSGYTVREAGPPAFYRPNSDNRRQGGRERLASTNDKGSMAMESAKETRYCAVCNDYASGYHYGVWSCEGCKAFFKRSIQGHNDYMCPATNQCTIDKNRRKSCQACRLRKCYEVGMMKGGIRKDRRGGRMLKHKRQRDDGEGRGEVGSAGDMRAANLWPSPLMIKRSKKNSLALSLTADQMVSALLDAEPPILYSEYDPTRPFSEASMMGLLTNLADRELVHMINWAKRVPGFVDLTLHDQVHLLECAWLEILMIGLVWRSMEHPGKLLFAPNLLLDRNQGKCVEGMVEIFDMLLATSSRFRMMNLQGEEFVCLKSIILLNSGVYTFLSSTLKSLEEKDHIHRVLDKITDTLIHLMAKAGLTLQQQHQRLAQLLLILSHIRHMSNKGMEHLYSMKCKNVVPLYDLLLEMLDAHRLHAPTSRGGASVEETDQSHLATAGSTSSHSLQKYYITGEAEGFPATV
HUVEC prolif 384 = blocks proliferation of human endothelial cells; HUVEC proliferation, CellTiter-Glo luminescence, 72 h; active compounds read low; hit rate 1.1% among 86,000; viability, % at 10 µM (by protocol);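 active = viability at or below 30%; inactive = viability above 30%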;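 note: 100% = median luminescence of DMSO-only cell control wells on each plate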
H69AR inhibit = blocks growth of human H69AR lung tumor cells; hit rate 6% among 85,000; H69AR lung tumor viability, ATP luminescence, 72 h; active compounds read low; viability, % at 10 µM; AID 598;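 active = viability at or below 40%; inactive = viability above 40%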;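 note: multidrug resistant small cell line overexpressing MRP-1 efflux transporter; 100% = mean luminescence of untreated control wells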
Candida biofilm = kills Candida albicans biofilms. C. albicans biofilm + clotrimazole, Alamar Blue. inhibition, % at 6 µM. hit rate 0.14% among 85,000;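 active = inhibition above 20%; inactive = inhibition below 20%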;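 note: preformed 24 hr biofilms exposed to compound for 48 hr; 0% = biofilm without compound and 100% = blank killed by clotrimazole plus chlorhexidine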
Smad3 inh = blocks human Smad3 binding to FoxH1 peptide. P84022. TR-FRET Smad3/Dy647-FoxH1 peptide binding, europium anti-His. inhibition, % at 25 µM. hit rate 0.29% among 88,000;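 active = compounds that reduce the energy-transfer binding signal between the protein and its labelled peptide by more than half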;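 note: 0% = Smad3 plus labelled peptide maximal FRET and 100% = peptide-only background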
Target sequence (P84022 whole entry, looked up): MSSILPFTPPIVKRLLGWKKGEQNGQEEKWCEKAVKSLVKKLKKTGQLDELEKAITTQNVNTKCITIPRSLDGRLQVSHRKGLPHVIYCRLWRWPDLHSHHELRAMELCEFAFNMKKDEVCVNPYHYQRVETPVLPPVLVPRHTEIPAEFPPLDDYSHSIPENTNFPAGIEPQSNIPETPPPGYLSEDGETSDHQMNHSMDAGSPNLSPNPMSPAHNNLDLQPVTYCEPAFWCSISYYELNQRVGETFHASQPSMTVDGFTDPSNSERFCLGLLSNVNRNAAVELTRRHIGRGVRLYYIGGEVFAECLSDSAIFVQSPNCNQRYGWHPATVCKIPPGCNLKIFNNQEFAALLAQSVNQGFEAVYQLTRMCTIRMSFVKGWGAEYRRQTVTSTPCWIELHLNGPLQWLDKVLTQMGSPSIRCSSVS
ERa SRC1 inh = blocks coactivator binding to human estrogen receptor alpha | P03372 | TR-FRET ER-alpha LBD / SRC-1 peptide, estradiol-bound | inhibition, % at 25.6 µM | hit rate 1.7% among 86,000 | AID 629; in the data active = inhibition above about 50%;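 note: 0% = receptor plus peptide control and 100% = peptide only without receptor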
* hit, by the source's call; . = no result given; [ ] = dose if it differs, or a comment. Not all compounds are listed; count on the stated rates, not on these rows.

canonical_smiles	Lung fibro prol	sEH activator	ERb SRC1 inh	ERa coact pot	HUVEC prolif 384	H69AR inhibit	Candida biofilm	Smad3 inh	ERa SRC1 inh
CCN(C(=O)CN1CCN(c2ccccc2OC)CC1)c1c(N)n(Cc2ccccc2)c(=O)[nH]c1=O	97	5	21	117	99	100	4	6	-1
COc1cc(C2C(C(=O)c3ccc(C)o3)=C(O)C(=O)N2CCc2ccccc2)ccc1O (stereo not drawn)	102	-7	5	79	99	90	5	9	-1
O=C(c1ccccc1)C1C(=O)c2ccccc2C1=O	94	.	-3	101	98	78	5	7	1
COCCN1C(=O)c2oc3c(C)cc(C)cc3c(=O)c2C1c1cccc(O)c1 (stereo not drawn)	89	-1	3[fluorescence artefact?]	89	95	72	4	3	-5
Clc1ccc(-c2nc(NCCN3CCOCC3)c3ccccc3n2)cc1	89	-12	6	93	9.6*	86	12	13	9
CC1CCN(C(=O)CSc2nnc(Cc3cccn3C)n2-c2ccc(F)cc2)CC1	105	.	-5	100	94	103	10	7	-4
COC(=O)CN1C(=O)C2(C(C#N)=C(N)Oc3ccccc32)C2=C1CC(C)(C)CC2=O (stereo not drawn)	106	-10	-9	97	112	100	11	-1	-4
Cn1c(=O)c2c(nc(N3CCN(Cc4ccccc4)CC3)n2CC(=O)c2ccccc2)n(C)c1=O	93	4	-8[fluorescence artefact?]	116[fluorescence artefact?]	92	32*	3	4	-16
CCN(CCNC(=O)C1CCN(Cc2nc(-c3cccc(Cl)c3)oc2C)CC1)c1ccccc1	43*	-90	-3	128	5.4*	3.0*	-3	-8	-2
COc1ccc(-c2noc(-c3ccccc3C(=O)NCc3ccco3)n2)cc1OC	108	1	8	125	69	56	0	11	3
COC(=O)c1ccc(N(C(=O)CNC(=O)c2ccco2)C(C(=O)NC2CCCC2)c2ccco2)cc1 (stereo not drawn)	90	-7	-3	98	97	95	-6	-12	-5
COc1ccc(-c2n[nH]c3c2C(c2ccc(OC)c(OC)c2)N(c2ccccc2)C3=O)cc1 (stereo not drawn)	90	-2	-8	93	79	63	-5	-10	-6
O=C(c1ccccc1)N1CC(COc2ccccc2)OC(c2ccco2)O1 (stereo not drawn)	99	.	-11	121[fluorescence artefact?]	102	94	6	3	-15
CCOC(=O)c1cnn(-c2ccccc2)c1-c1ccccc1	91	-1	0	135	96	68	7	-17	7
CCOc1ccccc1C(=O)OCC(=O)Nc1ncc(C(F)(F)F)cc1Cl	102	-11	-12	105	108	108	0	3	0
Cc1noc(C)c1COC(=O)c1ccc2c(c1)S(=O)(=O)c1ccccc1C2=O	107	-6	-2	104	95	84	11	8	6
COc1ccc2nc(NC(=O)C3CCCN(S(=O)(=O)c4cccc5nsnc45)C3)sc2c1 (stereo not drawn)	102	-3	24[fluorescence artefact?]	106	92	68	5	-1	20[fluorescence artefact?]
O=C(COC(=O)c1cccs1)NC1CCCCC1	102	4	-5	105	98	103	8	1[fluorescence artefact?]	-4
Cc1ccc(-n2c(C)cc3c2CC(C)(C)CC3=O)cc1C	97	-2	-3	93	108	87	5	-2	1
COc1ccc(CCN=CC2=C(O)CCCC2=O)cc1OC	108	-2	-4	119	103	94	.	-7	0
CCc1cc2c(SCC(=O)c3ccc(Cl)s3)ncnc2s1	94	-7	-4	129	96	92	9	-1	-9
CC1(C)NC(=O)N(CC(O)COc2ccc(N3C(=O)c4ccccc4C3=O)cc2)C1=O (stereo not drawn)	103	17	-2	96[fluorescence artefact?]	96	101	-1	8	0
CCC1c2ccc(C)n2CCN1C(=O)Nc1ccccc1OC (stereo not drawn)	96	-3	-12	129	85	80	8	11	-7
COc1ccccc1C(=O)Nc1ccc(N2CCN(S(C)(=O)=O)CC2)cc1	108	7	-4	102	102	95	9	2	0

Whole records, looked up by structure. Values in the order: Lung fibro prol, sEH activator, ERb SRC1 inh, ERa coact pot, HUVEC prolif 384, H69AR inhibit, Candida biofilm, Smad3 inh, ERa SRC1 inh
CCOC(=O)c1cnn(-c2ccccc2)c1-c1ccccc1 reads 91, -1, 0, 135, 96, 68, 7, -17, 7
COCCN1C(=O)c2oc3c(C)cc(C)cc3c(=O)c2C1c1cccc(O)c1 (stereo not drawn) reads 89, -1, 3[fluorescence artefact?], 89, 95, 72, 4, 3, -5
COc1ccc(-c2noc(-c3ccccc3C(=O)NCc3ccco3)n2)cc1OC reads 108, 1, 8, 125, 69, 56, 0, 11, 3

Next section:
canonical_smiles	Lung fibro prol	sEH activator	ERb SRC1 inh	ERa coact pot	HUVEC prolif 384	H69AR inhibit	Candida biofilm	Smad3 inh	ERa SRC1 inh
CCn1cc(C(=O)O)c(=O)c2cc(F)c(N3CCN(C(=O)Nc4ccccc4)CC3)cc21	94	-8	-9	116	86	50	11	2	-2
O=C(Nc1ccc2c(c1)OCO2)c1ccc(Cl)s1	95	-25	5[fluorescence artefact?]	102	83	87	1	4	8
Cc1ccc(Cn2c(=N)n(CC(O)COc3ccccc3)c3ccccc32)cc1 (stereo not drawn)	22*	7	2[fluorescence artefact?]	75	2.7*	-0.1*	5	6	12[fluorescence artefact?]
O=C(COC(=O)c1ccco1)NCc1cccs1	103	-1	3	76	97	101	6	-4[fluorescence artefact?]	-12
CC(C)(C)NC(=O)C(c1ccco1)N(Cc1ccc2c(c1)OCO2)C(=O)Cn1nnc2ccccc21 (stereo not drawn)	101	3	-1	117	101	86	-1	-8	-1
Cc1cccc(OCc2nnc(SCC(=O)N3CCN(C(=O)c4ccco4)CC3)n2C)c1C	106	-8	12	87	99	82	7	0	10
Cc1cc(C)n2nc(SCc3cc(=O)oc4cc(O)ccc34)nc2n1	96	-4	62*[fluorescence artefact?]	99[fluorescence artefact?]	65	81	7	31	58*
O=C(O)CSc1nc2ccc(Cl)cc2[nH]1	.	-9	2	112	97	96	2	7	9
Cc1nnc(SCCN2CCOCC2)n1-c1cccc(Cl)c1	99	.	3	121	103	95	4	10	4
COC(=O)C1(C)NC(c2cccs2)C2C(=O)N(c3ccc(F)cc3)C(=O)C21 (stereo not drawn)	100	4	2	112	98	90	4	-6	-7
COc1cccc(-c2nnc(SCC(=O)NCc3ccc4c(c3)OCO4)n2Cc2ccco2)c1	96	-7	3	80	97	87	-1	-4	-8
CCn1cnc2cc(NCc3nc4ccccc4n3Cc3ccccc3)ccc21	93	4	-5	92	97	88	9	11	-6
O=C(Nc1ccon1)c1ccccc1F	94	2	-5	90	102	102	-6	-26	-2
O=S(=O)(NC1CCCC1)c1cccc(-c2nnc(-c3ccccc3)o2)c1	101	-6	4[fluorescence artefact?]	111	70	71	2	-2	4[fluorescence artefact?]
COc1ccc(NC(=O)C2=C(C)Nc3ncnn3C2c2ccccc2C(F)(F)F)c(OC)c1 (stereo not drawn)	95	-5	-20[fluorescence artefact?]	97	85	45	8	13	-32
CN1CCN(c2cc3c(c4c2[nH]c2ccccc24)C(=O)CC(C)(C)C3)CC1	19*	16	0[fluorescence artefact?]	86	3.3*	0.9*	4	3	6
CCSc1nc2ccc(OC)cc2cc1C#N	91	-3	-7[fluorescence artefact?]	115[fluorescence artefact?]	96	94	7	-2	-29
CC(C)(C)OC(=O)NCCc1nnc(SCc2ccc(Cl)cc2)o1	101	8	-1	110	119	103	-1	-6	-9
Cc1ccc(NC(=O)CN(C)S(=O)(=O)c2cccc3nsnc23)cc1Cl	97	-2	-11	106	92	75	-2	-10	-16
Cc1cc(C)n2nc3nc4c(cc3c2n1)CCCC4	95	-6	1	101	87	78	2	3	1
c1ccc(-n2ncc3c(N4CCN(CCOc5cccc6ccccc56)CC4)ncnc32)cc1	96	12	-1	106	73	77	2	21	5
c1ccc(-c2cc(N3CCCCC3)ncn2)cc1	106	-3	-2	99	99	84	4	2	-3[fluorescence artefact?]
COc1cc2c(cc1NC(=O)Cn1cnc3c1c(=O)n(C)c(=O)n3C)oc1ccccc12	86	16	-2[fluorescence artefact?]	166[fluorescence artefact?]	76	8.1*	6	-6	-3[fluorescence artefact?]
Cc1ccc(CNC(=O)CSc2nc3ccsc3c(=O)n2NC(=O)c2ccccc2)cc1	99	13	-4	102	91	97	6	-5	-6
COc1cc(NC(=O)c2cccs2)c(C(=O)OCC(=O)NCc2ccco2)cc1OC	98	.	42[fluorescence artefact?]	89	93	83	-6	6	79*
COc1cccc(C(=O)Nc2nc3c(s2)CN(C)CC3)c1	101	-23	-12	104	90	86	10	22[fluorescence artefact?]	-2
Fc1ccccc1-c1nc(-c2ccccc2)no1	93	18	1	102	92	96	10	3	-5
CC(=O)Cc1nsc(Nc2ccc3c(c2)OCCO3)n1	113	0	-4	104	93	70	-6	-10	-7
CCS(=O)(=O)N1CCC(C(=O)NCc2ccccc2OC)CC1	100	-14	-4	106	103	96	10	9	2
Nc1nc(-c2cccnc2)nn1C(=O)Cc1ccccc1	103	-4	2	113	111	81	7	-1	0
CCOCCn1c(=O)c2c(nc3n2CCN3c2ccc(C)cc2)n(C)c1=O	110	.	-5	91	100	87	3	-14	-4
O=C(Cn1c(=O)oc2cc(S(=O)(=O)N3CCc4ccccc43)ccc21)N1CCCCC1	88	2	-12[fluorescence artefact?]	106	96	61	13	14	4
O=S(=O)(Nc1nc2ccccc2[nH]1)c1ccccc1	96	-20	2	108	83	91	8	4	-9
COC(=O)c1cc(NCc2cccs2)ccc1N1CCOCC1	94	.	-4	95	91	81	-3	-2	3[fluorescence artefact?]
Cc1noc(NS(=O)(=O)c2ccc(NC(=O)c3ccoc3C)cc2)c1C	100	-7	44	49[fluorescence artefact?]	97	79	6	7	34
Cc1cc(NC(=O)CSc2nnc(CNc3ccc(F)cc3)n2C2CCCCC2)no1	94	6	-3	103	92	93	14	2	-3
Cc1ccccc1-c1nnc(SCC(=O)Nc2ccc3c(c2)OCCO3)n1N	101	0	-6[fluorescence artefact?]	110	93	98	9	11[fluorescence artefact?]	-9
O=C(NCCN1C(=O)C2C3C=CC(C3)C2C1=O)Nc1ccc(Br)cc1 (stereo not drawn)	104	.	2	122	98	82	3	-2	-3
CCC(=O)Nc1c(C#N)c2nc3ccccc3nc2n1-c1ccccc1C	103	.	18[fluorescence artefact?]	124	108	82	2	-5	7[fluorescence artefact?]
O=C(COC(=O)c1cn(-c2ccccc2)nc1-c1cccs1)NC1CC1	99	3	10[fluorescence artefact?]	202*	84	65	9	3	7[fluorescence artefact?]
O=C(OCn1ncc(Br)c(Br)c1=O)c1ccccc1Cl	2.7*	4	4	96[fluorescence artefact?]	2.6*	1.2*	4	-11[fluorescence artefact?]	-2
CCCc1nnc(SCC(=O)N2CCOCC2)n1C	115	0	1[fluorescence artefact?]	133	95	95	-3	-4	18
COc1ccc(N2C(=O)CSC2c2cccc(F)c2)c(OC)c1 (stereo not drawn)	94	26	-24	106	85	104	-1	-4	-22
Cc1nnc(SCc2c(Cl)cccc2Cl)s1	90	5	7	90	104	94	7	11	-1
O=C(NC(=O)c1cccc(F)c1)OC[C@@H]1CCCN2CCCC[C@H]12	96	18	-5[fluorescence artefact?]	113[fluorescence artefact?]	99	97	6	14[fluorescence artefact?]	-2
COc1ccc(OC)c(N(CC(=O)Nc2cccnc2)S(=O)(=O)c2ccccc2)c1	94	-2	6	95	92	85	-1	6	1
O=C1OCCC1N1C(=O)c2ccccc2S1(=O)=O (stereo not drawn)	96	13	2	122	88	88	0	0	-5
Cc1cccc(NC(=O)c2cccnc2)c1	85	8	-7	109	99	100	5	12[fluorescence artefact?]	-14

Compound activity (PubChem)
